From PubChem BioAssay
rCAG RNA binder: r(CAG) repeat RNA binding; inhibition, % at 3 µM; AID 651821; hit rate 1.3% among 370,000; TO-PRO-1 dye displacement fluorescence;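 active = inhibition above the plate cutoff, the mean of all test compounds on that plate plus 3 SD, cut at about 35% in these data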;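 also: 0% = DMSO alone and 100% = 100 µM mitoxantrone as full dye displacement; higher means more dye released from RNA so lower well fluorescence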
TCR CD3 inh: inhibitors of human TCR-CD3 interaction. inhibition, % at 9.4 µM. TAMRA-labeled TCR probe fluorescence, biochemical. hit rate 0.37% among 360,000; in the data active = inhibition above about 19%;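 also: recombinant mutant TCR 2C K166C tagged with TAMRA read by polarization; 0% = receptor in buffer alone and 100% = receptor with positive control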
SIAE inh: inhibitors of human sialic acid acetylesterase SIAE; Q9HAT2; SIAE FP-Rh probe binding, fluorescence polarization; inhibition, % at 9.66 µM; hit rate 0.69% among 370,000; AID 1053197;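 active = inhibition above a cutoff: mean of compounds within the control limits plus 3 SD of those, cut at about 17% in these data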;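 also: 0% = plate median of compound wells and 100% = probe without SIAE protein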
ABHD4 inh: inhibits mouse alpha/beta hydrolase domain 4 | Q8VD66 | purified mABHD4, FP-Rh probe fluorescence polarization | inhibition, % at 8.92 µM | hit rate 0.54% among 370,000 | AID 720543;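 active = inhibition exceeding the mean over every tested compound plus 3 SD, cut at about 30% in these data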;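 also: 0% = plate median of compound wells and 100% = S159A mutant with DMSO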
Target sequence (Q8VD66 whole entry, looked up, the tested form may be a part): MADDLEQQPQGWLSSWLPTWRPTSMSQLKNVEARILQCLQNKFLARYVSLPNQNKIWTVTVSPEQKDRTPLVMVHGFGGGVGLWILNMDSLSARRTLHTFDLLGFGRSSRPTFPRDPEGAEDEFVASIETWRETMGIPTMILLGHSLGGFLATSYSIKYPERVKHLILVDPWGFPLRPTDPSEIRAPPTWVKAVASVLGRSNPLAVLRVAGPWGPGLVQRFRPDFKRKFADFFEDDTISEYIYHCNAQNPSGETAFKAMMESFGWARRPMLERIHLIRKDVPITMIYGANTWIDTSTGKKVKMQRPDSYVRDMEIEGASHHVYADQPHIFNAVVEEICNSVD
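Assay system: wild-type mouse ABHD4 protein; compound: single nominal dose of 8.92 µM, 0.89% DMSO final; schedule: 45 min + 60 min at 25 °C; measured by: FP readout, ex 525 nm / em 598 nm; evaluation: % inhibition of FP-Rh probe binding versus controls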
TDP2 absorb: TDP2 (human) inhibition, absorbance primary screen. O95551. recombinant TDP2, T5PNP hydrolysis, p-nitrophenol absorbance 415 nm. inhibition, % at 12.8 µM. hit rate 0.34% among 370,000;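 active = inhibition above the mean of all tested compounds plus 3 SD, set per campaign, cut at about 25% in these data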;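 also: 0% = DMSO with enzyme and 100% = buffer with substrate but no TDP2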
Target sequence (O95551 whole entry, looked up): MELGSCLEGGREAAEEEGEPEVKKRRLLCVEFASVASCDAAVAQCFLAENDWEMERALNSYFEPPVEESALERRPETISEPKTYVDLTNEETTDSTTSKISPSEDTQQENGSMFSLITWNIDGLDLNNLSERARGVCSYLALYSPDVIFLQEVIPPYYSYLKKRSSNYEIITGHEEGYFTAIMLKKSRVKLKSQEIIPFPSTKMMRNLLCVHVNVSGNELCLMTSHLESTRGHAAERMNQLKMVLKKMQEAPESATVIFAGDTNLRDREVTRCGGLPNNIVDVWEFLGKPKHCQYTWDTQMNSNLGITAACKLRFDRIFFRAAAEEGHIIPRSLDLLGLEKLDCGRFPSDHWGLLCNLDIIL
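Test system: Human TDP2 enzyme | Reagent: 5 mM T5PNP | Compound dosing: 12.8 µM single point, 1% DMSO | Incubation: Enzyme reaction with compound for 2 h at 37 °C | Technique: p-Nitrophenol epi absorbance | Read-out: % inhibition relative to enzyme-containing and enzyme-free wells | Benchmarks: High control without enzyme, low control DMSO plus TDP2 | Replicates: Singlicate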
HTRA1 inh: HTRA1 (human) protease inhibition | inhibition, % at 5.96 µM | hit rate 0.5% among 340,000 | recombinant HTRA1, FP-rhodamine activity-based probe, fluorescence polarization | Q92743 | AID 504803; in the data active = inhibition above about 36%;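 also: 0% = enzyme with DMSO and 100% = wells lacking enzyme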
NPR2 activator: GC-B (human) receptor activation; P20594; HEK293-GC-B cells, CNP EC30, cGMP TR-FRET; 0% at EC30 CNP, 100% saturating CNP; activation, % at 10 µM; hit rate 0.11% among 370,000;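 active = activation at 10 µM reaching about 35% in either raw or pattern-adjusted values, limit read from the data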
MBD2 inh: MBD2-methylated oligo binding inhibition; Q9UBB5; TR-FRET, MBD2 binding to methylated oligonucleotide; inhibition, % at 4.4 µM; hit rate 0.31% among 370,000; AID 686964; in the data active = inhibition above about 13%
LEDGF integ inh: blocks HIV-1 LEDGF/p75-dependent DNA integration | AID 743269 | TR-FRET IN-LEDGF/p75 DNA integration, Eu/Cy5 | inhibition, % at 3.7 µM | hit rate 0.64% among 370,000;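 active = inhibition above the screen-wide mean plus 3 SD, cut at about 13% in these data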;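 also: signal is the Cy5 over europium emission ratio at 671 and 618 nm; 0% = plate median of compound wells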
PRMT1 inh: PRMT1 (human) inhibition, primary screen; Q99873; recombinant PRMT1, activity-based probe fluorescence polarization; inhibition, % at 2.79 µM; hit rate 1.3% among 370,000;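 active = inhibition above about 21% made by adding two undisclosed values, limit read from the data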
Target sequence (Q99873 whole entry, looked up): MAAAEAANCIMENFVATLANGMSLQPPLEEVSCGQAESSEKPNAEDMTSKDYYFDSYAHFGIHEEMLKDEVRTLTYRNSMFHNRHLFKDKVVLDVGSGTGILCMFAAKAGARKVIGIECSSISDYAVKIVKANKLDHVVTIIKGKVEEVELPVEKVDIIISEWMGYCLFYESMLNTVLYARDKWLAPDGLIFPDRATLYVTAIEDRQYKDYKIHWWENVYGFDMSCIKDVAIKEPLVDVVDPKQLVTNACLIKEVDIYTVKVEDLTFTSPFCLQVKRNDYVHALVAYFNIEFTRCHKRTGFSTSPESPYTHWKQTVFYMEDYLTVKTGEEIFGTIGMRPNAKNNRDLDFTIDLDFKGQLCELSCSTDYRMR
Active calls of the source: *; i = inactive; . = no result given.

SMILES	rCAG RNA binder	TCR CD3 inh	SIAE inh	ABHD4 inh	TDP2 absorb	HTRA1 inh	NPR2 activator	MBD2 inh	LEDGF integ inh	PRMT1 inh
COc1ccc(C2(C)NC(=O)N(CC(=O)c3cc(C)n(C4CC4)c3C)C2=O)cc1 (stereo unspecified)	4	-2	1	-1	5	10	-1	-1	2	-4
CCCCCCCCNCCS(=O)(=O)NCCCCCCCC	-2	-3	1	12	0	-5	3	2	1	1
O=C(NCC(=O)N1CCN(c2ccc(C(F)(F)F)cn2)CC1)c1ccc(Br)o1	-3	-1	-1	5	-4	4	0	7	2	-3
O=C(CSc1nc(=O)n2ccccc2n1)Nc1cccc2ccccc12	7	-4	3	-3	-3	-6	2	-4	-2	6
NS(=O)(=O)c1ccc(CCNC(=O)C2CCC(Cn3c(=S)[nH]c4ccccc4c3=O)CC2)cc1 (stereo unspecified)	10	-7	-23	1	0	-20	2	2	-5	5
CCc1nccn1CCC(=O)NC1CC(C)(C)Cc2c1cnn2-c1cccc(F)c1 (stereo unspecified)	-7	4	-6	-9	-25	5	-1	8	-3	5
COC(=O)CCC(C)N1CCC(Oc2ccc(C(=O)N3CCCC3)cc2)CC1 (stereo unspecified)	-8	-3	2	0	-5	-2	0	-1	-8	3
CC1C(=O)N2CCCc3cc(NC(=O)COc4ccc(Cl)cc4)cc1c32 (stereo unspecified)	0	0	5	1	13	-2	5	0	-1	3
COc1cc(C(=O)/C=C/c2cccnc2)ccc1O	0	0	8	1	10	0	-6	-10	0	0
Cc1ccc(NC(=O)CN2C(=O)CC(C)S(=O)(=O)c3ccccc32)cc1 (stereo unspecified)	-1	4	7	-9	0	-1	7	9	3	3
O=C(CC1C(=O)NCCN1Cc1ccoc1)NCc1cccc(OC(F)(F)F)c1 (stereo unspecified)	-5	9	-3	-3	2	-5	2	0	3	1
COc1cccc(/C=N/Nc2ccc(S(=O)(=O)O)cc2)c1O	8	-6	0	3	8	7	0	2	0	4
COc1ccc(CNC(=O)COc2ccc(S(=O)(=O)N3CCOCC3)cc2C)cc1	-5	7	6	3	18	-1	2	-3	-3	-1
Cc1sc2ncn(CC(=O)NCCCOC(C)C)c(=O)c2c1S(=O)(=O)N1CCN(c2ncccn2)CC1	10	1	-2	0	2	7	-4	-5	0	-1
Cc1ccc(NC(=S)NC(C)CCc2ccccc2)cc1C (stereo unspecified)	1	-4	2	-4	2	-22	0	-1	1	2
CNc1ccc2ncc(-c3ccc(OC)c(OC)c3)n2n1	2	7	-6	5	2	.	-9	2	3	0
COc1ccc(CNC(=O)c2nnn(Cc3ccc(OC)cc3)c2N)cc1	1	6	-4	3	-2	3	3	-4	2	0
CC1(Cc2ccc(Cl)s2)C(=O)Nc2c(Cl)ccc(Cl)c21 (stereo unspecified)	1	2	2	-10	-10	.	-3	2	-1	2
CN(C)CCCCCCN(C)C	0	-5	1	2	-3	.	-1	-2	i	1
CC12CCC(=O)C=C1CCC1C2C(=O)CC2(C)C1CC[C@]2(O)C(=O)CO (stereo partly specified)	1	-11	7	-8	0	1	1	1	5	-1

Reformatted as comma-separated lines: four of the compounds above
SMILES,rCAG RNA binder,TCR CD3 inh,SIAE inh,ABHD4 inh,TDP2 absorb,HTRA1 inh,NPR2 activator,MBD2 inh,LEDGF integ inh,PRMT1 inh
CC1C(=O)N2CCCc3cc(NC(=O)COc4ccc(Cl)cc4)cc1c32 (stereo unspecified),0,0,5,1,13,-2,5,0,-1,3
COc1cc(C(=O)/C=C/c2cccnc2)ccc1O,0,0,8,1,10,0,-6,-10,0,0
Cc1ccc(NC(=O)CN2C(=O)CC(C)S(=O)(=O)c3ccccc32)cc1 (stereo unspecified),-1,4,7,-9,0,-1,7,9,3,3
O=C(CC1C(=O)NCCN1Cc1ccoc1)NCc1cccc(OC(F)(F)F)c1 (stereo unspecified),-5,9,-3,-3,2,-5,2,0,3,1

Following part:
SMILES	rCAG RNA binder	TCR CD3 inh	SIAE inh	ABHD4 inh	TDP2 absorb	HTRA1 inh	NPR2 activator	MBD2 inh	LEDGF integ inh	PRMT1 inh
OCCNc1ncnc2c1ncn2[C@H]1CN(Cc2ccc(Cl)cc2)C[C@@H](CO)O1	0	2	-2	4	4	.	-1	2	3	-2
C=CCNC(=O)C1CC(=O)N(c2ccc(OCc3ccccc3Cl)cc2)C1 (stereo unspecified)	-2	0	0	0	-7	-3	0	-2	3	4
Cn1c(=O)n(C)c2cc(NC(=O)CSc3ccccc3)ccc21	1	6	-2	2	12	4	3	1	3	-1
Cc1ccc(C2(C)NC(=O)N(CC(=O)N(C)CC(=O)Nc3cccc4ccccc34)C2=O)cc1 (stereo unspecified)	-2	-2	9	3	20	-1	2	-3	2	-7
CC(=O)Nc1ccc(NC(=O)[C@H](C)NC(=O)c2ccco2)cc1	0	-2	2	13	1	2	0	5	1	2
COc1ccc(CCNC(=O)c2c(O)c3c([nH]c2=O)CCCC3)cc1OC	-4	-5	-1	4	3	-8	7	4	-3	-1
Cc1ccc(COc2ccc(/C=N/NC(=O)c3ccc(CN4CCOCC4)cc3)cc2)cc1	-3	6	8	0	5	-3	9	-3	0	-1
Nc1nc(SCc2ccc3c(c2)OCCO3)n[nH]1	-2	0	2	-5	-13	-2	0	0	-4	4
CC(NC(=O)C1CCN(CCOc2ccc(Cl)cc2)CC1)c1cccc2ccccc12 (stereo unspecified)	1	-8	10	3	-3	.	1	0	-4	-3
CC(=O)c1cccc(NC(=O)c2cc(=O)[nH]c3ccccc23)c1	4	4	0	-3	4	-13	0	-5	4	3
CN1CCOC1c1ccc(C2OCCN2C)cc1 (stereo unspecified)	12	8	-13	-42	5	-92	0	4	-3	-1
C=CCC(=O)NC1CC(C)(C)Cc2c1cnn2-c1ccc(C)cc1 (stereo unspecified)	-8	0	-1	-2	6	-2	2	-4	0	0
O=C(Nc1ccc(F)cc1)Nc1nc2ncccn2c1-c1ccc(F)cc1	5	.	6	4	6	.	-4	-2	-5	0
CCn1c2c(c3ccc(OC)cc31)CCCC2=O	2	-4	4	3	2	-6	-4	0	1	0
COc1ccc(C)cc1NC(=O)NNS(=O)(=O)c1ccc(NC(C)=O)cc1	0	6	0	-3	1	3	-3	2	4	0
CCOC(=O)/C=C/C(=O)OCC(=O)Nc1ccc(Cl)cn1	3	-2	-3	8	5	-4	0	-4	1	-1
N#Cc1c(CSCC(=O)O)cc(=O)n2c1[nH]c1ccccc12	10	6	-2	20	16	7	-1	0	1	0
Cc1cccc(-c2nc(CS(=O)CC(=O)NCc3ccco3)c(C)o2)c1 (stereo unspecified)	0	8	5	-1	-15	-2	-6	-5	-3	-2
COc1ccc(N2C(=O)CCC(C(=O)Nc3ccccn3)C2c2ccc(OC)c(OC)c2)cc1 (stereo unspecified)	-8	9	12	3	1	-7	2	-3	2	0
O=C(NCc1cccc(Cl)c1)c1ccc(CS(=O)Cc2ccc(Cl)cc2)o1 (stereo unspecified)	-1	2	-5	-5	13	-9	-3	-1	1	0
O=C(NCCCCNC(=O)c1ccc(Cl)s1)c1ccc(Cl)s1	0	-1	0	2	2	-6	3	-1	0	0
COc1ccc(CCNC(=O)CN2C(=O)NC(Cc3c[nH]c4ccccc34)C2=O)cc1 (stereo unspecified)	-4	-1	13	0	17	4	-4	2	0	0
Cc1ccc(S(=O)(=O)N2CCC(C(=O)OCCOc3ccccc3)CC2)cc1C	-1	3	1	-7	-16	-21	-1	-1	2	-1
COC(=O)Cn1c(=NC(=O)c2ccc(OC)cc2)sc2cc(OC)ccc21	2	0	-8	-3	4	-9	14	-1	1	0
Cc1ccc(C2(C(F)(F)F)N=C3Sc4cc(C)cc(C)c4N3C(=O)N2)cc1 (stereo unspecified)	0	-3	10	1	9	-3	-3	2	1	1
COc1ccc(NC(=O)CSCC(=O)Oc2c(OC)cccc2OC)cc1	-4	0	1	-3	2	2	-4	2	-3	2
COCCOC(=O)C1=C(C)NC(=O)NC1c1ccc(-c2cc(Cl)ccc2Cl)o1 (stereo unspecified)	-5	2	-12	-4	3	.	-11	-1	0	2
CC(C)NC(=S)N=Nc1c(O)[nH]c2ccc(C(C)C)cc12	5	3	3	23	-3	-5	-5	1	-1	1
Cc1ccc(S(=O)(=O)N(C)c2ccc3sc(C)nc3c2)cc1	-5	7	-1	1	7	0	2	1	1	1
CC(NC(=O)/C=C/c1ccco1)c1nc2ccccc2n1Cc1ccccc1F (stereo unspecified)	-3	-3	-13	-16	-1	-18	5	11	-3	18
COc1cccc(C(C)(O)c2nc(-c3cncnc3)cs2)c1 (stereo unspecified)	2	-2	-4	1	3	.	-1	-1	1	-5
S=C(NCC1CCCO1)N1CCN(Cc2ccccc2Cl)CC1 (stereo unspecified)	-7	2	-3	3	2	-2	1	2	4	1
O=C(O)CN(CC(=O)O)CC(=O)O	-2	-1	0	-4	6	0	-3	1	1	-6
COc1cc(Br)c(-c2sc(Nc3ccccc3)n[n+]2-c2ccccc2)cc1OC	4	2	4	-1	1	-5	-12	1	0	3
CCOc1ccc(CN2CCSCC2)cc1	0	2	0	6	10	1	-2	1	-1	-3
Cc1cccc(C(=O)NCC(=O)N(C)CC(=O)Nc2ccc(N3CCOCC3)cc2)c1	-6	-2	4	6	-4	2	-3	-4	3	3
Cc1cccc(C)c1Nc1c(-c2ccccc2O)nc2ncccn12	-5	4	8	-4	11	-7	-6	4	0	-3
O=C(c1ccc(C(F)(F)F)cc1)n1ccc(-c2cccs2)n1	-2	-3	-3	-10	5	1	7	-1	0	7
Cc1nc(C)c(C(=O)NCCC(c2ccccc2)c2ccccc2)o1	-1	12	8	-5	-16	-7	0	-3	0	-5
CSc1cccc(CN2CCC(Oc3ccc(C(=O)N4CCCCC4)cc3)CC2)c1	-9	6	0	3	8	-12	2	-3	1	-3
COc1ccccc1C(=O)OCC(=O)Nc1cccc(S(=O)(=O)N2CCCC2)c1	8	-4	-9	-10	-19	-3	-4	-5	3	-8
O=C1NC(Cc2ccc(O)cc2)c2nc3cc(Cl)ccc3c(=O)n2-c2ncccc21 (stereo unspecified)	7	-2	1	-1	-1	-6	-11	-5	0	-2
CC(C)CC(=O)Nc1nnc(S(=O)(=O)N2CCCCCC2)s1	-1	-2	-1	2	-8	7	4	-1	-2	-8
COC(=O)c1cnc(N2CCOCC2)nc1C(F)(F)F	-3	-12	0	7	-5	-1	-2	-2	-5	0
Nc1c(-c2ccccc2)c(CSc2nc3ccccc3[nH]2)nn1-c1ccc(C(=O)O)cc1	21	4	4	-3	2	-3	1	-3	-4	1
CCCc1cc(=O)[nH]c(SCC(=O)Nc2nc(-c3ccccc3)cs2)n1	45*	4	3	0	-4	-55	3	1	0	3
C=COCCn1c(-c2nonc2N)nc2ccccc21	5	-1	-9	-18	-11	0	8	7	1	3
CCCCN(CCO)CCCC	2	13	1	-4	0	-5	1	1	0	-2
CCOC(=O)c1c(CN2CCOCC2)oc2ccc(OC)cc12	-7	4	2	7	-5	-4	-2	1	4	-1
Cc1ccc(C(=O)N2CCCC(Nc3ccc(C)c(C)c3)C2)c(=O)[nH]1 (stereo unspecified)	-3	1	3	2	-5	-1	6	-1	2	-9

An excerpt (hit frequency here may not be typical).
